Assay outcomes: PubChem, several laboratories
Rtt109 HAT inh: inhibitors of C. albicans Rtt109/Vps75 HAT, primary screen, biochemical, ThioGlo CoA-SH fluorescence, plate reader | 330,000 compounds, 0.16% hits | inhibition, % at 34.9 µM | purified Rtt109/Vps75, 4 h | AID 540336, 2011;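 active = inhibition of at least 50% in every replicate; inconclusive = best replicate reaches 50% inhibition but some replicates fall short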
Wnt act: Wnt/beta-catenin pathway activators, primary screen, cell-based, plate reader, single point. 300,000 compounds, 1.2% hits. AID 743398, 2014. activation, % at 9.35 µM. Wnt/beta-catenin reporter cell assay, activator; in the data active = activation above about 30%, passing the limit was not always enough; inconclusive = no clear call, values can overlap the other calls;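 note: 0% = neutral control wells and 100% = positive control wells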
HTR5A ag: HTR5A agonists in luminescence cell assay, primary screen, counter-screen for OPRM1-OPRD1 heterodimer agonist project, full-deck HTS | 5-hydroxytryptamine receptor 5A (Homo sapiens), P47898 | cell-based | activation, % at 9.3 µM | 340,000 compounds, 0.61% hits | AID 504692, 2011; in the data active = activation mostly above about 9.5%, no sharp cut-off; inactive = mostly below about 7.6%;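 note: 0% = cells with vehicle only and 100% = reference agonist; strong numbers were not always called active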
CDK5 inh: inhibitors of human CDK5/p35 kinase, primary screen, biochemical, single concentration | Cyclin-dependent kinase 5 (Homo sapiens) + Cyclin-dependent kinase 5 activator 1 (Homo … | inhibition, % at 10 µM | AID 488839, 2010 | 330,000 compounds, 0.01% hits | Recombinant CDK5/p35, ADP-Glo luminescence, 60 min;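 active = highest replicate inhibition of at least 50% and at least 75% of replicates reaching 50%; inconclusive = only one of the two criteria met; inactive = both criteria failed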;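 note: plate controls were DMSO neutral control for no effect and GW8510 at 10 µM for full effect; many of its hits are not listed in these tables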
cardiac RTF act: cardiac RTF calcium sensitivity activators, primary screen, biochemical, IANBD-TnC fluorescence, EC20 calcium; IANBD-labeled TnC RTF fluorescence at EC20 calcium; 0% EC20 calcium, 100% full calcium; activation, % at 7.2 µM; AID 493008, 2010; 340,000 compounds, 0.24% hits;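 active = activation above the mean over all tested compounds plus 3 SD, cut at about 30% in these data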;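 note: rise in fluorescence read as greater calcium sensitivity of cardiac thin filaments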
SR-BI DiI inh: inhibitors of SR-BI mediated HDL lipid uptake, primary screen, ldlA[mSR-BI] cells, fluorescence, single point; Scavenger receptor class B member 1 (Mus musculus), Q61009; ldlA[mSR-BI] CHO cells, DiI-HDL uptake fluorescence, 3 h; inhibition, % at 12.5 µM; 320,000 compounds, 0.96% hits; AID 488896, 2010;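 active = mean replicate inhibition of at least 70% and a set share of replicates each scoring 70 or more; inconclusive = meets just one of the two criteria; inactive = fails both criteria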;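 note: 0% = median of neutral control wells and 100% = median of positive control wells; values of inactives mirror those of a sister screen read the other way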
Target sequence (Q61009 whole entry, looked up): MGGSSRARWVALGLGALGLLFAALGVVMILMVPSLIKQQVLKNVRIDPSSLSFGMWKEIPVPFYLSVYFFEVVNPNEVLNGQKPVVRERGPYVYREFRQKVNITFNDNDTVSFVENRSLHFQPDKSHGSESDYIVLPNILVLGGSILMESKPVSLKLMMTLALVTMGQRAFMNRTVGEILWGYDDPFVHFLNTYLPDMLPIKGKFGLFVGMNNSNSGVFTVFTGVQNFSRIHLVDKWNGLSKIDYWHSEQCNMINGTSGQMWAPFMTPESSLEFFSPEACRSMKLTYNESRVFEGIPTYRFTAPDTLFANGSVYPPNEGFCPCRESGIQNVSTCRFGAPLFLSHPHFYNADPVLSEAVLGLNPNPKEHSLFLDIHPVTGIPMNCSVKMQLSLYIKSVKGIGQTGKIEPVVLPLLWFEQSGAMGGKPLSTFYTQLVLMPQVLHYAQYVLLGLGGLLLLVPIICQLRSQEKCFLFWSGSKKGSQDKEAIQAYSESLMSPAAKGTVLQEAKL
SR-BI uptake up: activators of SR-BI mediated DiI-HDL uptake, primary screen, ldlA[mSR-BI] CHO cells, DiI fluorescence; 3 h; 100 = double the neutral-control signal; activation, % at 12.5 µM; 320,000 compounds, 0.096% hits;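 active = mean replicate activation of at least 60% and every replicate at or above 60%; inconclusive = mean or all-replicate condition met, but not both; inactive = mean below 60% and not all replicates reaching 60%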;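 note: 0% = median plate neutral-control signal and 100% = twice that signal; values of inactives mirror those of a sister screen read the other way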
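Assay system: LDL receptor-deficient CHO ldlA cells overexpressing murine SR-BI / Medium: BSA-supplemented, HEPES-buffered Ham's F12, pH 7.4 / Probe or stimulus: DiI-labelled HDL at 10 µg/mL final / Timing: compound with DiI-HDL co-incubation, 3 h at 37 °C / Technique: bottom-read cell fluorescence after medium removal, ex 550/em 595 nm / Measure: HDL uptake via cellular fluorescence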
PvdQ inh: P. aeruginosa PvdQ acylase inhibitors, primary screen, biochemical, fluorescence, plate reader and imaging, single point; PvdQ acylase [Pseudomonas aeruginosa LESB58]; purified PvdQ acylase; inhibition, % at 10 µM; 340,000 compounds, 0.063% hits; in the data active = inhibition above about 30%, passing the limit was not always enough; inconclusive = no clear call, values can overlap the other calls;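 note: 0% = vehicle neutral wells and 100% = reference inhibitor wells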
dFosB activator: activators of delta FosB homodimer, primary screen, biochemical, fluorescence polarization, TAMRA-CDK5 oligo, single point; Protein FosB (Mus musculus), P13346; purified delta FosB; percent of positive-control signal above neutral wells; activation, % at 25 µM; 340,000 compounds, 0.99% hits; AID 493131, 2011;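 active = mean activation above about 17%, with every replicate also reaching it, limit read from the data, passing the limit was not always enough; inconclusive = only one of the two conditions met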;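 note: fluorescence polarization rise as delta FosB binds a TAMRA Cdk5 AP-1 oligo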
Target sequence (P13346 whole entry, looked up): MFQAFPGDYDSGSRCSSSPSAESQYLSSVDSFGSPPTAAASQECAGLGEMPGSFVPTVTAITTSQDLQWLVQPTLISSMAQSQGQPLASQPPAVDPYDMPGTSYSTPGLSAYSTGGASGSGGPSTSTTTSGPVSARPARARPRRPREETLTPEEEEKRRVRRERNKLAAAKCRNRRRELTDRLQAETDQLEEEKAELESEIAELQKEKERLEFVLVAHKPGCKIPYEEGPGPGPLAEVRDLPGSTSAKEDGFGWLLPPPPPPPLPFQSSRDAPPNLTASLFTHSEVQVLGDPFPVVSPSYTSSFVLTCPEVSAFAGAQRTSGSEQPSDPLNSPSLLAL
MITF act: activators of MITF-driven TRPM1 promoter reporter, primary screen, cell-based, SK-MEL-5, luciferase, single point; SK-MEL-5 TRPM1-promoter luciferase, 24 h; % of positive control, neutral wells = 0; activation, % at 12.5 µM; 300,000 compounds, 0.75% hits; AID 588334, 2011;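 active = mean activation of at least 80% with every replicate also reaching 80%; inconclusive = mean reaches 80% but some replicate falls short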;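 note: 0% = neutral control wells and 100% = parthenolide positive control wells; values of inactives mirror those of a sister screen read the other way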
An asterisk follows results filed as active. This is a random part of the collection; 4.4% or so of the library scored in one or more.

For Cc1ccc(N=c2sc(C)c(C)n2C)cc1 the results were Rtt109 HAT inh -5, HTR5A ag 4, CDK5 inh -3.6, cardiac RTF act 12, SR-BI DiI inh -2, SR-BI uptake up 2, PvdQ inh -4, dFosB activator -4 and MITF act 47.
`COc1ccc(CCNC(=O)CCCCCN2C(=O)c3ccccc3C2=O)cc1OC` gave Rtt109 HAT inh 5, Wnt act -3, HTR5A ag 1, CDK5 inh -1.6, cardiac RTF act 5, SR-BI DiI inh 16, SR-BI uptake up -16, PvdQ inh -15, dFosB activator 2 and MITF act 4.
For COc1ccc(C2C(C(=O)c3ccco3)=C(O)C(=O)N2CCN2CCOCC2)c(OC)c1 (stereo not drawn) the results were Rtt109 HAT inh 3, Wnt act 3, HTR5A ag 5, CDK5 inh -0.3, cardiac RTF act 0, PvdQ inh 10 and dFosB activator -7.
`CCC(=O)NC(=S)Nc1cccc(Cl)c1N1CCCCC1` gave Rtt109 HAT inh -7, Wnt act 2, HTR5A ag 4, CDK5 inh 0.4, cardiac RTF act 3, SR-BI DiI inh 19, SR-BI uptake up -19, PvdQ inh 4, dFosB activator -4 and MITF act -8.
Screening COc1ccc(C)cc1NC(=O)CO/N=C(\N)CC(=O)NC1CCCCC1 returned Rtt109 HAT inh -3, Wnt act 3, HTR5A ag 3, CDK5 inh 0.5, cardiac RTF act -1, SR-BI DiI inh -10, SR-BI uptake up 10, PvdQ inh -8, dFosB activator -5 and MITF act -5.
`O=C(COCc1cc(-c2ccc3c(c2)OCO3)on1)Nc1cccnc1Cl` gave Rtt109 HAT inh 2, Wnt act 3, HTR5A ag 4, CDK5 inh -6.5, cardiac RTF act -2, SR-BI DiI inh -1, SR-BI uptake up 1, PvdQ inh -2, dFosB activator -14 and MITF act 9.
For Cc1cccc(C)c1NC(=O)CNC(=O)c1cn(-c2ccccc2)nc1-c1ccccc1 the results were Rtt109 HAT inh -5, Wnt act 1, HTR5A ag 4, CDK5 inh -1.0, cardiac RTF act 3, SR-BI DiI inh 36, SR-BI uptake up -36, PvdQ inh -3, dFosB activator -17 and MITF act -5.
Screening c1ccc2nc(-c3ccc(N4CCOCC4)cc3)ccc2c1 returned Rtt109 HAT inh -2, HTR5A ag 2, CDK5 inh -0.5, cardiac RTF act 0, SR-BI DiI inh 16, SR-BI uptake up -16, PvdQ inh -9 and dFosB activator -7.
Screening NC(=O)C1CCN(C2OC(=O)c3ccccc32)CC1 (stereo not drawn) returned Rtt109 HAT inh -17, HTR5A ag 7, CDK5 inh 2.7, cardiac RTF act 4, SR-BI DiI inh -11, PvdQ inh -12, dFosB activator -1 and MITF act 10.
CN(C(=O)c1ccc(NC(=O)Cc2ccc(NC(=O)C3CCCN(C(=O)c4ccccc4)C3)cc2)cc1)C1CC1 (stereo not drawn) was read as Rtt109 HAT inh 0, Wnt act 0, HTR5A ag -3, CDK5 inh -1.9, cardiac RTF act -6, SR-BI DiI inh 10, SR-BI uptake up -10, PvdQ inh -10, dFosB activator -6 and MITF act 4.

A section from further up:
For Cc1ccc(N=c2sc(C)c(C)n2C)cc1 the results were Rtt109 HAT inh -5, HTR5A ag 4, CDK5 inh -3.6, cardiac RTF act 12, SR-BI DiI inh -2, SR-BI uptake up 2, PvdQ inh -4, dFosB activator -4 and MITF act 47.
`COc1ccc(CCNC(=O)CCCCCN2C(=O)c3ccccc3C2=O)cc1OC` gave Rtt109 HAT inh 5, Wnt act -3, HTR5A ag 1, CDK5 inh -1.6, cardiac RTF act 5, SR-BI DiI inh 16, SR-BI uptake up -16, PvdQ inh -15, dFosB activator 2 and MITF act 4.
For COc1ccc(C2C(C(=O)c3ccco3)=C(O)C(=O)N2CCN2CCOCC2)c(OC)c1 (stereo not drawn) the results were Rtt109 HAT inh 3, Wnt act 3, HTR5A ag 5, CDK5 inh -0.3, cardiac RTF act 0, PvdQ inh 10 and dFosB activator -7.
`CCC(=O)NC(=S)Nc1cccc(Cl)c1N1CCCCC1` gave Rtt109 HAT inh -7, Wnt act 2, HTR5A ag 4, CDK5 inh 0.4, cardiac RTF act 3, SR-BI DiI inh 19, SR-BI uptake up -19, PvdQ inh 4, dFosB activator -4 and MITF act -8.
Screening COc1ccc(C)cc1NC(=O)CO/N=C(\N)CC(=O)NC1CCCCC1 returned Rtt109 HAT inh -3, Wnt act 3, HTR5A ag 3, CDK5 inh 0.5, cardiac RTF act -1, SR-BI DiI inh -10, SR-BI uptake up 10, PvdQ inh -8, dFosB activator -5 and MITF act -5.
`O=C(COCc1cc(-c2ccc3c(c2)OCO3)on1)Nc1cccnc1Cl` gave Rtt109 HAT inh 2, Wnt act 3, HTR5A ag 4, CDK5 inh -6.5, cardiac RTF act -2, SR-BI DiI inh -1, SR-BI uptake up 1, PvdQ inh -2, dFosB activator -14 and MITF act 9.

The listing continues:
For CC(=O)C1=C(C)N(Cc2ccccc2)C(=O)N[C@H]1c1cccc(C(F)(F)F)c1 the results were Rtt109 HAT inh 4, Wnt act -3, HTR5A ag 4, CDK5 inh -0.9, cardiac RTF act 5, SR-BI DiI inh 6, SR-BI uptake up -6, PvdQ inh 1, dFosB activator 7 and MITF act 1.
O=C(Nc1nnc(-c2ccco2)o1)C1CCCCC1 was read as Rtt109 HAT inh 4, Wnt act 0, HTR5A ag 2, CDK5 inh 0.2, cardiac RTF act -1, SR-BI DiI inh 15, SR-BI uptake up -15, PvdQ inh -4, dFosB activator -4 and MITF act 9.
For COc1ccccc1-c1nnc2sc(C3CCCCC3)nn12 the results were Rtt109 HAT inh -2, Wnt act 9, HTR5A ag 6, CDK5 inh 0.4, cardiac RTF act 15, SR-BI DiI inh 4, SR-BI uptake up -4, PvdQ inh -7, dFosB activator -8 and MITF act 2.
`O=C(Nn1cnnc1)c1ccc(Cl)cc1` gave Rtt109 HAT inh 2, Wnt act 3, HTR5A ag -6, CDK5 inh -3.4, cardiac RTF act -6, SR-BI DiI inh -17, SR-BI uptake up 17, PvdQ inh -4 and dFosB activator 1.
Screening O=C(NCc1ccccn1)c1ccco1 returned Rtt109 HAT inh -4, Wnt act 2, HTR5A ag -2, CDK5 inh 0.6, cardiac RTF act 3, SR-BI DiI inh -1, SR-BI uptake up 1, PvdQ inh -1, dFosB activator -7 and MITF act 6.
C=CCOc1c(Br)cc(CNn2nnnc2N)cc1OCC was read as Rtt109 HAT inh 4, Wnt act 0, HTR5A ag 2, CDK5 inh -0.3, cardiac RTF act -1, SR-BI DiI inh -32, SR-BI uptake up 32, PvdQ inh -11, dFosB activator -6 and MITF act -2.
`COc1ccc(OCC(=O)Nc2ccc3nc(C)sc3c2)cc1` gave Rtt109 HAT inh -8, Wnt act 0, HTR5A ag -2, CDK5 inh -0.7, cardiac RTF act 6, SR-BI DiI inh -4, SR-BI uptake up 4, PvdQ inh -15, dFosB activator -5 and MITF act 13.
For COc1ccc(OCc2nc(N)nc(Nc3cccc(C)c3C)n2)cc1 the results were Rtt109 HAT inh 2, HTR5A ag -5, CDK5 inh -2.7, cardiac RTF act 2, SR-BI DiI inh -18, SR-BI uptake up 18, PvdQ inh -10, dFosB activator 1 and MITF act 0.
For Cc1ccc(CNC(=O)c2ccc3c(=O)n4c(-c5ccc(C)cc5)csc4nc3c2)cc1 the results were Rtt109 HAT inh 7, Wnt act -1, HTR5A ag -2, CDK5 inh -0.2, cardiac RTF act -2, SR-BI DiI inh 10, SR-BI uptake up -10, PvdQ inh 4, dFosB activator 1 and MITF act -12.
`CCOC(=O)N1CCC(NC(=O)C2CCN(S(=O)(=O)N3CCC(C)CC3)CC2)CC1` gave Rtt109 HAT inh -2, Wnt act -1, HTR5A ag 7, CDK5 inh 0.2, cardiac RTF act 1, SR-BI DiI inh -1, SR-BI uptake up 1, PvdQ inh -20, dFosB activator -3 and MITF act 1.
For COc1ccc(-c2csc(N3CCN(S(=O)(=O)c4ccc5c(c4)NC(=O)CO5)CC3)n2)cc1 the results were Rtt109 HAT inh -4, Wnt act -3, HTR5A ag 3, cardiac RTF act -7, SR-BI DiI inh 32, SR-BI uptake up -32, PvdQ inh -2, dFosB activator -7 and MITF act -10.
`CCCCCCOC(=O)Sc1nc2ccccc2o1` gave Rtt109 HAT inh 9, Wnt act inconclusive, HTR5A ag -1, CDK5 inh -0.4, cardiac RTF act -1, SR-BI DiI inh -19, SR-BI uptake up 19, PvdQ inh -11 and dFosB activator -2.
CCc1nccn1S(=O)(=O)c1ccc(C)c(C)c1 was read as Rtt109 HAT inh 14, HTR5A ag 3, CDK5 inh -1.3, cardiac RTF act -4, SR-BI DiI inh -17, SR-BI uptake up 17, PvdQ inh 3, dFosB activator -1 and MITF act -8.
For Cc1ccc(OCC(=O)NNC(=O)c2cccnc2)cc1C the results were Rtt109 HAT inh 7, Wnt act -9, HTR5A ag 5, CDK5 inh 1.1, cardiac RTF act 0, SR-BI DiI inh 12, SR-BI uptake up -12, PvdQ inh -3, dFosB activator -5 and MITF act -10.
For CCOC(=O)c1cc(C(=O)NC(C)c2ccccc2)c(=O)[nH]c1C (stereo not drawn) the results were Rtt109 HAT inh 0, Wnt act 1, HTR5A ag 1, CDK5 inh -2.1, cardiac RTF act 4, SR-BI DiI inh 19, SR-BI uptake up -19, PvdQ inh -8 and dFosB activator -9.
Screening CCOc1ccc(Cc2nc(-c3nonc3N)no2)cc1OCC returned Rtt109 HAT inh 1, HTR5A ag -1, CDK5 inh -2.4, cardiac RTF act -3, SR-BI DiI inh 3, SR-BI uptake up -3, PvdQ inh 9, dFosB activator 3 and MITF act 1.
